Compound activity deposited in PubChem by several laboratories.
Vif inh: HIV Vif self-association inhibitors, primary screen, imaging, HEK293T, single point | HEK293T cells, Vif self-association by quenched fluorescence, 24 h | inhibition, % at 7.49 µM | actives 0.35% (n = 340,000) | AID 602346, 2012; in the data active = inhibition above about 50%, passing the limit was not always enough; also: some results filed as inactive read as strong as hits
HIF-2a block: HIF-2a reporter inhibitors, primary screen, luminescence, 786-0 RCC cells; 786-0 RCC cells HIF-2a reporter, luciferase luminescence, overnight; inhibition, % at 18.8 µM; actives 0.72% (n = 360,000);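 active = inhibition of the luminescence signal of 40% or more relative to plate controls, in a single-dose primary screen at 18.75 µM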
PDI turbidity: inhibitors of human PDI, primary screen, biochemical, turbidity, single point, plate reader | PDI insulin aggregation turbidity, A650, 90 min | inhibition, % at 10 µM | actives 0.052% (n = 350,000);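 active = mean inhibition across replicates of 30% or more, whatever share of single replicates reach that level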;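 also: absorbance from insulin aggregation driven by PDI reduction with DTT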
Target sequence (P07237 whole entry, looked up): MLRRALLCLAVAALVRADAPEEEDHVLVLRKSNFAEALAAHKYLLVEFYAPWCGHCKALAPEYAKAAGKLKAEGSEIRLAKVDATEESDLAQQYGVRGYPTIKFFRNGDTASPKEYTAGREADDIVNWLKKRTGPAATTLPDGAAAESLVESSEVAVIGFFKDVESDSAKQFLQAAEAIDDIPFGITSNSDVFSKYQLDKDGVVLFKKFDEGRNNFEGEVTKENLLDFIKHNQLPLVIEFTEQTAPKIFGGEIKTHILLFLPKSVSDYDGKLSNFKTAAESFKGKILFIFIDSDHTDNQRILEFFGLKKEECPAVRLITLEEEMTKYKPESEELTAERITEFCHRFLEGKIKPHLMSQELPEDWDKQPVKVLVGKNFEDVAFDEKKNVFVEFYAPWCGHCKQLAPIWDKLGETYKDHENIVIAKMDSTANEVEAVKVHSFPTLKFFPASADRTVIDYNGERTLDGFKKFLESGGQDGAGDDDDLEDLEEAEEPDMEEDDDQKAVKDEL
MITF TRPM1 inh: inhibitors of MITF-dependent TRPM1 promoter reporter, primary screen, cell-based, SK-MEL-5, single point, luciferase. SK-MEL-5 TRPM1 promoter luciferase, 24 h. actives 0.83% (n = 330,000). inhibition, % at 12.5 µM;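 active = mean inhibition across replicates of 60% or more, whatever share of single replicates reaches that level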; also: values of inactives mirror those of a sister screen read the other way
Peg3 prom inh: Peg3 promoter-driven luciferase inhibitors, primary screen, cell-based, HeLa, luciferase luminescence | HeLa PEG-Prom luciferase reporter, overnight | inhibition, % at 20 µM | actives 1.7% (n = 360,000) | AID 588405, 2011;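 active = inhibition of at least 50% at 20 µM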
Shn3 inh set2: reduction of Shn3 3'UTR firefly luciferase signal, primary screen, Schnurri-3 inhibitor project, cell-based, Clone20 osteoblasts, set 2; AID 588674, 2011; Clone20 osteoblast Shn3 3'UTR firefly luciferase, 24 h; actives 0.52% (n = 360,000); inhibition, % at 12.5 µM;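 active = mean inhibition of at least 75% with every replicate also reaching 75%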;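 also: 0% = median of neutral control wells and 100% = pilot-screen positive control compound; some compounds past the cut are filed as inactive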
CaV13 FRET inh: Primary screen for inhibitors of IQ motif and Ca2+-dependent inactivation inhibitor domain binding in CACNA1D, Förster resonance energy transfer in living cells, …; actives 0.098% (n = 340,000); inhibition, % at 12.3 µM; HEK cells, CFP/YFP FRET ICDI-IQ, plate reader, 10 min; percent FRET-ratio fall versus neutral wells; AID 743397;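 active = mean replicate inhibition of at least 30% and at least 1% of replicates passing that level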;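 also: 0% = median of the neutral control wells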
CF NFkB inh: inhibitors of PAF-induced NF-kB signaling, primary screen, cell-based, GFP fluorescence, uHTS | inhibition, % at 5 µM | KKLEB NF-kB-GFP reporter, GFP fluorescence overnight | actives 0.86% (n = 360,000);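 active = at least 50% inhibition at 5 µM, scaled per plate between neutral and stimulator controls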;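 also: PAF is a Pseudomonas aeruginosa culture filtrate used as stimulus; plate controls were PAF-stimulated DMSO wells for no effect and unstimulated DMSO wells for full effect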
NR2E3 ag-1: NR2E3 agonists in two-hybrid cells, primary screen, cell-based, luminescence, CHO-S, Gal4-NCOR/VP16-NR2E3 | Photoreceptor-specific nuclear receptor (Homo sapiens), Q9Y5X4 | luciferase | inhibition of corepressor binding, % at 3.98 µM | actives 0.35% (n = 360,000) | AID 602229, 2012;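 active = inhibition above the mean of all tested compounds plus 3 SD, cut at about 70% in these data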;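 also: 0% = DMSO with NR2E3 transfected cells and 100% = cells lacking NR2E3 construct; higher means lower luciferase signal from less NR2E3 corepressor binding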
Target sequence (Q9Y5X4 whole entry, looked up, the tested form may be a part): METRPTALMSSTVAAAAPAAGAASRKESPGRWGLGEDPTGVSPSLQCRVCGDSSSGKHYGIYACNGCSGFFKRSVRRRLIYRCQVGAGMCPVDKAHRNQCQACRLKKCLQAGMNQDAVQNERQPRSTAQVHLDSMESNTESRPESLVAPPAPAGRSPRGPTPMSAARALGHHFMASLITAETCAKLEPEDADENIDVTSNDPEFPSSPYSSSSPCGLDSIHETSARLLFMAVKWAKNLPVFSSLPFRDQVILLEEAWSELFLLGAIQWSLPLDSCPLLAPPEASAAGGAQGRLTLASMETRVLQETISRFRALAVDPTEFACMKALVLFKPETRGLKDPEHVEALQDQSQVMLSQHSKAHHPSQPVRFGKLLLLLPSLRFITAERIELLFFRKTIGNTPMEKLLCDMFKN
KKLEB tox: cytotoxicity in KKLEB CF airway cells, primary screen, cytotoxicity control for CF NF-kB inhibitor project, cell-based, uHTS, fluorescence assay plates | KKLEB CF airway cells viability, ATPlite luminescence, overnight; stronger effect = lower value; cells stimulated with P. aeruginosa culture filtrate | activity change (cytotoxicity), % at 5 µM | actives 0.36% (n = 360,000) | AID 602141, 2011;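 active = corrected activity change at or below -50% at 5 µM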
NR2E3 ag-2: inhibitors of NR2E3-RetCOR corepressor binding, primary screen, NR2E3 agonist project, biochemical, TR-FRET, GST-NR2E3, biotin-RetCOR; 1536-well; inhibition of corepressor binding, % at 4.78 µM; actives 0.12% (n = 320,000); Photoreceptor-specific nuclear receptor (Homo sapiens), Q9Y5X4; AID 2300, 2010;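 active = percent inhibition above the cutoff of mean plus 3 SD of all tested compounds, set per screening campaign, cut at about 20% in these data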;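 also: 0% = DMSO wells and 100% = biotin wells as full block of FRET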
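System: GST-tagged NR2E3 plus biotinylated RetCOR corepressor; Amount: 1.35 nM GST-tagged NR2E3 final; Dosing: single nominal compound dose of 4.8 µM; Schedule: 5 h incubation at 4 °C; Technique: TR-FRET with europium anti-GST and streptavidin-D2, 340 nm excitation; Controls: biotin wells as high control, 0.6% DMSO wells as low control.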
* hit, by the source's call; nt = no result given. Compounds were not picked by outcome, and some 3.3% of all compounds hit somewhere here.

SMILES	Vif inh	HIF-2a block	PDI turbidity	MITF TRPM1 inh	Peg3 prom inh	Shn3 inh set2	CaV13 FRET inh	CF NFkB inh	NR2E3 ag-1	KKLEB tox	NR2E3 ag-2
Cc1ccc(F)cc1NC(=O)N1CCCN(c2ccc(C(F)(F)F)cn2)CC1	nt	4.5	2.4	12.6	4.0	11.2	-5.5	5.3	10.5	5.3	-7.1
COc1ccc(CCNC(=O)c2cc(-c3ccc(C)cc3O)n[nH]2)cc1OC	2.1	11.3	-2.7	-0.1	23.2	10.5	nt	2.3	-8.3	-2.2	-0.1
O=C(NCc1ccccc1)C1(C(F)(F)F)C/C(=C\CCO)CCCO1 (configuration not stated)	4.2	7.6	-0.3	17.1	4.3	-25.5	-10.5	13.2	15.3	2.7	4.5
CCOC(=O)Cn1c(C(=O)OCC)cc2sccc21	4.6	-0.1	15.0	-5.8	16.8	5.3	nt	10.0	-10.2	7.9	2.4
Cc1nc2ccc(S(=O)(=O)NC(C(=O)NCc3ccco3)C(C)C)cc2s1 (configuration not stated)	2.1	9.8	4.3	-9.2	3.9	-16.6	2.9	5.0	-6.9	-8.6	3.8
CCC1Oc2ccccc2N(CC(=O)NCCCN2CCN(CC)CC2)C1=O (configuration not stated)	0.6	4.8	-2.7	4.6	1.7	7.3	-5.7	-21.6	-9.8	1.1	-3.2
Clc1ccccc1Cn1nnc(-c2ccccc2)n1	-4.0	-152.1	5.8	-37.3	-54.6	-19.1	-4.7	3.2	-14.3	8.1	1.4
O=C(CN1CCN(S(=O)(=O)c2ccc(Br)cc2)CC1)N/N=C/c1ccc(Cl)c([N+](=O)[O-])c1	-0.3	23.2	3.0	11.7	92.7*	9.6	nt	4.5	-12.8	4.3	0.5
COc1ccc(C(C(=O)NC2CCCCC2)N(CC2CCCO2)C(=O)C2COc3ccccc3O2)cc1OC (configuration not stated)	nt	19.4	-11.2	7.6	19.4	-4.3	nt	5.9	-3.4	5.6	0.1
Cc1ccc(S(=O)(=O)NNC(=O)Nc2cccc3ccccc23)cc1	3.7	20.7	8.3	-6.0	-11.6	-2.7	-2.8	-4.5	-17.6	-11.2	4.1
COc1ccc(-n2c(=O)n(Cc3ccccc3)c(=O)c3[nH]cnc32)cc1	-6.7	13.0	-2.9	-1.3	13.1	24.8	-6.2	5.9	-19.8	-8.0	0.2
COc1ccc(COCC(O)CN2CCC(CN3C(=O)c4cccc5cccc(c45)C3=O)CC2)cc1OC (configuration not stated)	-3.1	7.3	1.3	23.7	20.0	15.9	-4.0	4.9	-27.6	-11.7	2.0
COC(=O)c1ccc(Cn2c(O)c(N=O)c3ccccc32)o1	1.3	14.8	15.0	4.1	8.4	20.2	-4.4	-3.1	2.3	9.6	-1.2
O=C(NCCc1ccccc1)c1ccccc1SCC(=O)N1CCCC1	nt	-89.2	5.4	-15.7	-66.3	-9.9	nt	-10.6	-48.0	13.2	-0.4
O=C(CSc1ccccc1F)NNC(=O)c1cncc(Br)c1	-0.7	-10.6	-8.8	6.0	-1.8	-2.2	-4.5	0.7	-11.5	6.9	nt
Cc1nn(CC(=O)N(C)C2CCS(=O)(=O)C2)c(C)c1S(=O)(=O)N(C)C (configuration not stated)	-2.3	8.3	-4.0	-2.0	14.6	-3.1	-3.0	-4.0	-19.6	-8.0	-0.6
O=C(NCCCn1ccnc1)C(=O)NCC(c1ccco1)N1CCN(c2ccccc2)CC1 (configuration not stated)	-1.4	26.5	1.7	6.5	29.9	-1.3	0.0	-8.6	-8.4	11.4	2.8
CCn1c(SCC(=O)Nc2cccc(OC)c2)nc2ccccc2c1=O	-5.5	2.4	-2.4	5.8	10.3	-1.0	-3.0	14.1	-7.1	-6.9	nt
COc1ccc(Nc2cc(Cl)ccc2C(=O)O)cn1	-5.5	10.5	-0.2	8.6	8.1	2.4	-3.0	2.5	4.0	-1.8	0.4
Cc1nc2ccccn2c1/C(O)=C1\C(=O)C(=O)N(CCN2CCOCC2)C1c1ccncc1 (configuration not stated)	-4.1	4.9	5.1	-0.6	-0.6	-10.8	-4.9	-6.2	-29.4	16.6	0.9
CC(=O)c1c(N2CCOCC2)nc2ccc(Cl)cc2c1-c1ccccc1	-6.9	26.0	-8.7	6.3	21.2	6.8	-4.4	15.0	-7.3	-5.2	2.4
CCOc1ccc(C(CCc2ccccc2)NC(=O)c2ccccc2F)cc1OCC (configuration not stated)	-17.5	19.5	-0.5	3.2	14.2	28.4	-6.5	0.3	-10.2	-12.9	0.8
COc1ccc(CC(=O)NC(c2ccccc2)c2ccccc2)cc1S(=O)(=O)N1CCOCC1	nt	7.3	2.4	-9.9	18.3	5.0	nt	-6.3	-0.9	1.6	-0.7
O=C(CN1CCCN(S(=O)(=O)c2ccc(F)cc2)CC1)Nc1c(Cl)cccc1Cl	12.0	7.8	-51.8	0.7	3.6	10.6	-2.6	-7.1	1.6	-3.5	-0.8
COc1ccc2c(c1OC)C(=O)OC2Nc1nc(-c2cc3cc([N+](=O)[O-])ccc3oc2=O)cs1 (configuration not stated)	-13.0	-70.0	-2.1	-6.9	-64.4	-28.7	-4.9	-47.2	-10.6	5.9	-0.9

Reformatted field by field: part of the list above.
COc1ccc(C(C(=O)NC2CCCCC2)N(CC2CCCO2)C(=O)C2COc3ccccc3O2)cc1OC (configuration not stated)
  Vif inh: nt | HIF-2a block: 19.4 | PDI turbidity: -11.2 | MITF TRPM1 inh: 7.6 | Peg3 prom inh: 19.4 | Shn3 inh set2: -4.3 | CaV13 FRET inh: nt | CF NFkB inh: 5.9 | NR2E3 ag-1: -3.4 | KKLEB tox: 5.6 | NR2E3 ag-2: 0.1
Cc1ccc(S(=O)(=O)NNC(=O)Nc2cccc3ccccc23)cc1
  Vif inh: 3.7 | HIF-2a block: 20.7 | PDI turbidity: 8.3 | MITF TRPM1 inh: -6.0 | Peg3 prom inh: -11.6 | Shn3 inh set2: -2.7 | CaV13 FRET inh: -2.8 | CF NFkB inh: -4.5 | NR2E3 ag-1: -17.6 | KKLEB tox: -11.2 | NR2E3 ag-2: 4.1
COc1ccc(-n2c(=O)n(Cc3ccccc3)c(=O)c3[nH]cnc32)cc1
  Vif inh: -6.7 | HIF-2a block: 13.0 | PDI turbidity: -2.9 | MITF TRPM1 inh: -1.3 | Peg3 prom inh: 13.1 | Shn3 inh set2: 24.8 | CaV13 FRET inh: -6.2 | CF NFkB inh: 5.9 | NR2E3 ag-1: -19.8 | KKLEB tox: -8.0 | NR2E3 ag-2: 0.2

Further compounds follow:
SMILES	Vif inh	HIF-2a block	PDI turbidity	MITF TRPM1 inh	Peg3 prom inh	Shn3 inh set2	CaV13 FRET inh	CF NFkB inh	NR2E3 ag-1	KKLEB tox	NR2E3 ag-2
CCCCCc1c(C)nc(SCC(=O)O)[nH]c1=O	1.3	19.8	-2.3	2.0	6.0	-5.0	-1.8	4.6	-4.1	-0.3	-1.7
COc1ccccc1N1CCN(Cc2c[nH]c3ccccc23)CC1	-11.2	13.2	-0.8	10.0	-3.3	6.1	-4.1	8.5	-5.5	-3.7	0.2
O=C(CSc1nc(-c2cccs2)cc(C(F)(F)F)n1)NCc1ccccc1	-6.3	5.0	-2.0	5.4	28.9	19.5	-5.2	0.6	-18.2	-2.1	-2.9
Cc1ccc([N+](=O)[O-])cc1S(=O)(=O)NCCc1c(C)[nH]c2ccccc12	0.5	17.7	14.5	1.0	-8.9	-2.7	-16.3	0.1	14.8	-11.3	6.4
Cc1ccc(/C=N/N=C/c2ccc(C)s2)s1	-3.3	-221.5	6.6	-30.6	-326.1	-71.6	-4.4	-6.7	-146.0	-1.2	-1.9
O=C(NCc1ccccc1F)Nc1nnc([C@H]2C[C@H](O)[C@@H](CO)O2)s1	1.6	8.3	14.5	nt	13.5	6.4	-7.1	27.4	-46.8	-10.9	nt
CC1CN(C(=O)CCC(=O)NCc2ccccc2Cl)c2ccccc2S1 (configuration not stated)	-9.6	-64.0	nt	-15.8	-3.5	-15.9	-2.3	-4.5	-3.8	3.4	-0.9
COc1ccc2cc(CCNC(=O)CC(C)(C)C)c(=O)[nH]c2c1	nt	-29.3	-1.6	-13.8	-28.9	-10.0	-9.9	2.5	12.0	8.1	1.7
CC(=O)Nc1sc(-c2ccc(Cl)cc2)nc1-c1ccccc1	5.7	-51.1	-5.1	-13.9	-22.9	-10.1	-5.3	-19.1	11.4	3.6	1.1
COc1ccc(C2(C)NC(=O)N(CC(=O)c3cc(C)n(C4CC4)c3C)C2=O)cc1OC (configuration not stated)	20.0	11.0	-13.2	8.3	1.2	7.5	-6.1	9.5	13.2	9.7	3.6
O=C(NC1CCCCC1)C(c1ccccc1F)N(C(=O)c1csnn1)C1CCCC1 (configuration not stated)	-4.7	6.6	8.3	-4.3	18.8	8.5	-2.1	6.4	21.4	-11.5	0.6
CC1CCN(CCCNC(=O)CN2C(=O)CSc3ccc(S(=O)(=O)N4CCCCC4)cc32)CC1	-4.0	8.9	-3.1	-8.1	-6.9	1.6	-2.4	22.8	-34.1	-6.1	1.0
CCOC(=O)c1ccccc1NC(=O)COC(=O)Cc1ccccc1F	nt	10.2	-0.6	0.8	20.4	4.0	-3.7	-20.6	-0.3	12.4	nt
CCN(CC)C(=O)CC(c1ccc2c(c1)OCO2)c1c(OC)cc(OC)c2c(-c3ccccc3)cc(=O)oc12 (configuration not stated)	nt	-11.4	7.8	2.4	8.0	8.7	-10.2	24.4	-0.7	-15.4	0.6
CCCC(=O)NC(=S)Nc1ccccc1F	-7.5	-66.5	3.1	-1.2	-20.6	-5.5	nt	-12.6	-30.4	-2.6	2.8

3 entries drawn at random from those above, as already listed:
SMILES	Vif inh	HIF-2a block	PDI turbidity	MITF TRPM1 inh	Peg3 prom inh	Shn3 inh set2	CaV13 FRET inh	CF NFkB inh	NR2E3 ag-1	KKLEB tox	NR2E3 ag-2
O=C(CN1CCCN(S(=O)(=O)c2ccc(F)cc2)CC1)Nc1c(Cl)cccc1Cl	12.0	7.8	-51.8	0.7	3.6	10.6	-2.6	-7.1	1.6	-3.5	-0.8
CCN(CC)C(=O)CC(c1ccc2c(c1)OCO2)c1c(OC)cc(OC)c2c(-c3ccccc3)cc(=O)oc12 (configuration not stated)	nt	-11.4	7.8	2.4	8.0	8.7	-10.2	24.4	-0.7	-15.4	0.6
CCC1Oc2ccccc2N(CC(=O)NCCCN2CCN(CC)CC2)C1=O (configuration not stated)	0.6	4.8	-2.7	4.6	1.7	7.3	-5.7	-21.6	-9.8	1.1	-3.2
